# NCI-60 one-dose screen, 48 h, at 10 µM unless noted. Numbers give growth in % (100 = growth as untreated, 0 = no growth, -100 = all killed).
# NCI-H460: NCI-H460 lung cancer. 82,000 compounds, 6.8% hits
# NCI-H226: NCI-H226 lung cancer; 79,000 compounds, 3.5% hits; AID 1794732
# NCI-H522: NCI-H522 lung cancer. 78,000 compounds, 8% hits. AID 1794739
# NCI-H23: NCI-H23 lung cancer; 80,000 compounds, 4% hits
# NCI/ADR-RES: NCI/ADR-RES ovarian cells; AID 1794790; 81,000 compounds, 4.4% hits
# KM12: KM12 colon cancer cells. 82,000 compounds, 5% hits. AID 1794800
# NCI-H322M: NCI-H322M lung cancer. AID 1794733. 80,000 compounds, 2.7% hits
# IGROV1: IGROV1 ovarian cancer | 79,000 compounds, 4.7% hits
# COLO 205: COLO 205 colon cancer. 79,000 compounds, 7.3% hits
# * = called active by the depositor; x = no result given; & = joins results of further samples. The calls were made as follows: active = growth percent below 10; inactive = the rest. The order is random. About 12% of those tested had a hit in this group.
SMILES,NCI-H460,NCI-H226,NCI-H522,NCI-H23,NCI/ADR-RES,KM12,NCI-H322M,IGROV1,COLO 205
Clc1ccc(-c2nc3ccc(/C(=N\N=C\c4ccccc4)c4ccccc4)cc3[nH]2)cc1,93,82,76,95,88,82,92,104,73
NS(=O)(=O)c1cn(-c2ccc([N+](=O)[O-])c3nonc23)ccc1=O,114,90,38,95,103,105,106,77,105
CN1CC(=O)N(c2ccccc2)N=C1C(=O)Nc1ccccc1Cl,113,103,102,98,104,101,101,101,116
Cc1ccc([N+](=O)[O-])cc1N,103,90,78,101,98,106,112,105,117
O=c1[nH][nH]c(=O)c2cc([N+](=O)[O-])ccc12,111,x,91,101,105,106,123,103,100
COc1ccc(-c2nnc(SCC(=O)Nc3ccc(C(=O)/C=C/c4cc(OC)c(OC)c(OC)c4)cc3)n2-c2ccccc2)cc1,100,100,73,91,106,95,97,87,86
CC1=C2CC[C@]2(C)[C@]23OC[C@](C)(C[C@@H]2C1=O)[C@@H]3O,102,101,102,110,108,98,94,101,116
NC(=O)C1(c2ccccc2)OC(=O)c2ccccc21 (stereo not drawn),105,98,80,100,110,101,90,103,108
O=C(NCCNC(=O)Oc1cccc2ccccc12)Oc1cccc2ccccc12,106,79,x,91,96,104,99,65,95
O=C1/C(=C/c2ccccc2O)Oc2cc(O)ccc21,115,x,105,102,105,109,98,107,114
OC(COc1cccc2ccccc12)CN1CCN(c2cccc(Cl)c2)CC1 (stereo not drawn),104,103,88,94,93,109,121,89,115
COc1cc(CC2COC(=O)C2(O)Cc2ccc(O)c(OC)c2)ccc1O (stereo not drawn),90,89,61,55,73,96,101,93,108
COc1cccc(C2=NN(c3ccc(-c4ccccc4)nn3)C(c3ccccc3)C2)c1 (stereo not drawn),97,71,93,90,93,97,85,53,107
O=C(O)c1cc(N2CCCCC2)ccn1,110,106,100,94,99,102,107,108,109
O=C1C(Cl)=C(Nc2cccc3ccccc23)C(=O)c2ccccc21,91,88,45,74,81,58,83,59,89
CC(C)=C(c1ccccc1)c1ccccc1,110,114,93,110,114,111,110,x,115
C(=NNc1ncnc2ccccc12)c1cccnc1,107,102,98,x,104,99,103,88,114
Cc1[nH]c(=O)[nH]c(=O)c1CO,111,96,93,93,92,98,100,107,103
CC1(C)CC(=O)C2=C(C1)N(c1ccc(F)cc1F)C(N)=C(C#N)C2c1cc(Cl)ccc1Br (stereo not drawn),101,100,82,102,98,98,95,101,111
Clc1ccc2c(NCCNc3nc(-c4ccccc4)cc(-c4ccccc4)n3)ccnc2c1,-73*,-56*,-70*,-47*,-42*,5.3*,-11*,-83*,-72*
Nc1nc(-c2n[nH]c(=S)n2-c2ccc(Oc3ccccc3)cc2)cs1,100,x,90,103,101,95,95,109,x
CCCCNC(c1ccc(N(CC)CC)cc1)C(Br)(Br)Br (stereo not drawn),101,100,118,94,103,100,115,100,102
Cc1ccc2c(c1)ncn2-c1ncnc2c1CC(C)c1ccccc1N2C (stereo not drawn),3.3*,54,-23*,24,17,10,61,16,-33*
Nc1ncnc2c1N=C(c1ccccc1)CC(c1cccc(Nc3ccnc4cc(Cl)ccc34)c1)N2 (stereo not drawn),104,83,88,93,96,58,95,96,105
Cc1cccnc1N,97,94,97,97,98,105,96,103,110

# Profiles, looked up by structure.
# Nc1ncnc2c1N=C(c1ccccc1)CC(c1cccc(Nc3ccnc4cc(Cl)ccc34)c1)N2 (stereo not drawn) in the list: NCI-H460: 104; NCI-H226: 83; NCI-H522: 88; NCI-H23: 93; NCI/ADR-RES: 96; KM12: 58; NCI-H322M: 95; IGROV1: 96; COLO 205: 105
# Cc1cccnc1N in the list: NCI-H460: 97; NCI-H226: 94; NCI-H522: 97; NCI-H23: 97; NCI/ADR-RES: 98; KM12: 105; NCI-H322M: 96; IGROV1: 103; COLO 205: 110

# The main list resumes, starting 6 compounds before the break.
SMILES,NCI-H460,NCI-H226,NCI-H522,NCI-H23,NCI/ADR-RES,KM12,NCI-H322M,IGROV1,COLO 205
Clc1ccc2c(NCCNc3nc(-c4ccccc4)cc(-c4ccccc4)n3)ccnc2c1,-73*,-56*,-70*,-47*,-42*,5.3*,-11*,-83*,-72*
Nc1nc(-c2n[nH]c(=S)n2-c2ccc(Oc3ccccc3)cc2)cs1,100,x,90,103,101,95,95,109,x
CCCCNC(c1ccc(N(CC)CC)cc1)C(Br)(Br)Br (stereo not drawn),101,100,118,94,103,100,115,100,102
Cc1ccc2c(c1)ncn2-c1ncnc2c1CC(C)c1ccccc1N2C (stereo not drawn),3.3*,54,-23*,24,17,10,61,16,-33*
Nc1ncnc2c1N=C(c1ccccc1)CC(c1cccc(Nc3ccnc4cc(Cl)ccc34)c1)N2 (stereo not drawn),104,83,88,93,96,58,95,96,105
Cc1cccnc1N,97,94,97,97,98,105,96,103,110
C=CN(C(=O)N1CCN(c2cc3c(cc2F)c(=O)c(C(=O)O)cn3C2CC2)CC1)c1nc(-c2ccc(Br)cc2)cs1,92,88,80,92,96,102,98,76,95
O=C(Nc1nc2ccccc2s1)c1ccc(F)cc1,69,93,92,90,96,53,92,89,118
CC(CO)(CO)COS(=O)(=O)c1ccccc1,108,101,109,103,108,108,104,108,115
Cc1ccc(N=C(N)N)cc1,104,x,90,100,104,99,108,102,110
CC(C)CC(C)OB(OC(C)CC(C)C)OC(C)CC(C)C (stereo not drawn),107,102,x,105,113,108,121,102,108
S=c1n(CN2CCCCC2)nc(-c2cc(Cl)cc(Cl)c2Cl)n1/N=C/c1ccc(Cl)cc1,107,100,89,83,99,98,95,83,142
CCCCCCCCC(C(=O)OCC)C(=O)OCC,104,91,105,104,103,109,99,102,107
CCOC(=O)c1cc2c(n1Cc1ccccc1OC)-c1[nH]c(=O)c(S(=O)(=O)c3ccccc3)cc1CCC2,98,91,87,94,93,98,91,102,106
Cc1ccccc1C#N,114,108,91,x,110,110,116,116,104
CCOC(=O)c1nn(C2CCCCO2)c2ccc(NC(=O)CN3C(=O)c4ccccc4C3=O)cc12 (stereo not drawn),100,103,100,111,106,101,92,100,113
N#Cc1c(-c2ccc(Br)cc2)nc2n[nH]c(-c3ccc(Br)cc3)c2c1-c1ccc(C(F)(F)F)cc1,4.0*,22,10,15,24,11,43,6.2*,-71*
S=C(c1ccccc1)N1CCN(c2cccc(Cl)c2)CC1,111,99,88,101,103,92,104,107,100
O=C(c1ccccc1)c1cccc(C(=O)c2ccccc2)c1,105,83,78,90,86,102,88,94,109
Cc1ccc(C(C)C)c(OCc2ccc(C(=O)N/N=C/c3cccc(O)c3O)cc2)c1,13,68,47,26,1.5*,36,43,41,16
Cc1nc(-c2ccccc2)no1,104,111,113,107,105,95,112,119,113
O=C(/C=C/c1ccccc1)n1c(-c2ccc(Cl)cc2)nc2ccccc21,0.5*,-55*,-72*,-24*,11,-63*,45,10,-61*
Cn1c(=O)c2c(nc(CCCCCc3nc4c(c(=O)n(C)c(=O)n4C)n3C)n2C)n(C)c1=O,106,93,85,99,107,104,109,113,91
CC[C@@]12C[C@]1(C(=O)OC)C(=O)N1CCc3c([nH]c4ccccc34)[C@H]12,109,96,99,105,104,106,96,104,111
CN1CCN(CCNC(=O)n2cc(-c3ccncc3)c(-c3cc(O)cc(Cl)c3)n2)CC1,96,35,101,95,96,98,122,91,42
CCN(CC)CCNC(Cc1ccccc1)c1ccccc1 (stereo not drawn),85,96,83,96,102,101,95,97,107
C[C@]1(C(=O)O)CC2CCC1C2 (stereo partly drawn),111,98,96,106,115,104,108,119,119
CCN(CC)CC(O)Cc1ccccc1 (stereo not drawn),109,106,108,95,98,108,97,99,105
COc1ccc2c(c1)C(=O)c1c-2c(OCCN2CCCCC2)nc2ccc(OC)cc12,-51*,24,25,13,26,29,5.7*,4.1*,28
Cc1c(-c2ccc(-c3ccccc3F)cc2)nc2ccc(F)cc2c1C(=O)O,11,65,34,55,50,35,44,45,49
CC(=O)OC1CCC2C3CCC4OC(=O)CCC4(C)C3CCC12C (stereo not drawn),102,102,106,105,100,113,103,104,109
# Following part:
SMILES,NCI-H460,NCI-H226,NCI-H522,NCI-H23,NCI/ADR-RES,KM12,NCI-H322M,IGROV1,COLO 205
O=C1COCCN1c1ccc(NCc2cn(Cc3ccc(F)cc3)c3ccccc23)cc1,15,-56*,58,59,72,99,87,-19*,5.2*
CCCCCNC(=S)NNC(=S)N/N=C/c1cc(OC)c(OC)c(OC)c1,99,90,83,97,100,98,91,83,104
C=C(C)COC(=O)Nc1ccccc1,112,116,106,102,112,112,131,140,x
COc1ccc(OC)c(-c2c(C#N)c(N)nc3c2c(N)nn3-c2ccccc2)c1,103,89,91,98,100,103,103,93,118
CN(C)CCN1C(=O)c2cccc3c(-c4ccc5c(c4)ncn5C4CCCCC4)ccc(c23)C1=O,21,72,56,55,42,61,63,50,49
O=C(Nc1ccc(OS(=O)(=O)O)cc1)C12CC3CC(CC(C3)C1)C2,102,102,115,104,103,109,121,116,108
CN1C(=O)C(=C(/C=C/c2ccccc2)N=NC(/C=C/c2ccccc2)=C2C(=O)N(C)C(=O)N(C)C2=O)C(=O)N(C)C1=O,101,94,92,86,83,96,93,102,100
COc1cc(C2CC(c3ccccc3Cl)=NN2c2ccc(-c3ccccc3)nn2)ccc1F (stereo not drawn),98,78,88,87,89,93,100,53,98
CCCCCSc1ncnc2nc[nH]c12,102,92,117,106,114,93,121,119,104
CCOc1ccc(-n2cc(-c3ccccc3)c3c(SCc4cc(C)ccc4C)ncnc32)cc1,104,x,88,88,77,95,111,116,79
CCCCCCc1coc2c(O)c(O)ccc2c1=O,93,100,44,81,46,68,87,55,110
CC(=O)Oc1ccc(CCC(=O)c2c(OC(C)=O)cc(OC(C)=O)cc2OC(C)=O)cc1,99,96,73,95,84,88,101,114,101
CCCCCC(C)NCC(C)(C)O (stereo not drawn),109,110,105,102,119,102,104,105,105
COc1cc(CNS(=O)(=O)c2ccc(C)cc2)ccc1OCc1cn(-c2ccccc2F)nn1,114,82,104,96,99,102,91,102,100
CC/C(Cc1ccc(O)cc1)=N\NC(N)=S,92,99,85,106,76,108,118,74,111
Cc1cc(C)cc(Nc2nccc(-c3c(-c4ccc(F)cc4)ncn3C3CCNCC3)n2)c1,-5.4*,32,-36*,43,15,12,32,-40*,-66*
COc1ccc(C(=O)C(CN(C)C)c2ccc(OC)cc2)cc1 (stereo not drawn),86,84,-27*,90,67,78,93,87,57
Nc1ccc(Nc2ccc(N)cc2)cc1,94,95,65,72,101,97,115,98,106
CCCCSc1ccc(Nc2ncnc(N)n2)cc1,106,100,107,114,112,101,127,127,105
O=C(Nc1ccc(N=Cc2c(O)[nH]c3ccccc23)cc1)Nc1ccc(S(=O)(=O)Nc2ncccn2)cc1,104,97,95,27,106,51,114,112,125
COC(CC(F)F)c1ccc2ccccc2c1 (stereo not drawn),103,97,104,100,102,105,100,103,131
COc1ccc(-c2nc(SCC(C)C)nc(N/N=C(/C)c3cccc(OC)c3)c2C#N)cc1,91,94,82,95,90,81,80,73,97
C=CS(=O)(=O)c1ccc(Nc2cc(S(=O)(=O)O)c(N)c3c2C(=O)c2ccccc2C3=O)cc1,110,89,82,107,92,105,107,11,101
CCCNC(=O)Oc1ccc(/C(=C(/CC)Cc2ccccc2)c2ccc(OCCN3CCCCC3)cc2)cc1,x,99,90,102,93,105,95,105,108
c1ccc2[nH]c(-c3nonc3-n3cccc3)nc2c1,104,x,83,94,104,99,105,106,122
# Further compounds follow.
SMILES,NCI-H460,NCI-H226,NCI-H522,NCI-H23,NCI/ADR-RES,KM12,NCI-H322M,IGROV1,COLO 205
Cc1nn(-c2ccccc2)c(N2CCOCC2)c1/C=C/C(=O)c1ccc(Cl)cc1,95,74,x,94,71,82,92,95,94
CCOCc1nc2c(N)nc3ccccc3c2n1CC(C)(C)O,108,100,95,101,105,102,99,97,117
CCOc1ccc(C(=O)Cc2ccccc2)cc1,112&110,99,102&94,105&115,104&107,110&116,114,110&116,125&120
COc1ccc(N(C)c2nc(Cl)nc3ccn(C)c23)cc1,2.4*,30,-36*,27,3.4*,5.8*,49,26,-71*
OCC1COc2ccccc2O1 (stereo not drawn),112,107,101,115,127,112,106,112,114
CC1CCc2cc(F)cc3c(=O)c(C(=O)O)cn1c23 (stereo not drawn),105,103,110,92,95,102,116,109,104
CN1CCN(c2ccc(C(=O)/C=C/c3cc(Br)ccc3F)cc2)CC1,67,62,66,49,35,8.8*,93,33,35
CSCc1nc2ccccc2c(C)[n+]1[O-],111,100,81,96,102,107,106,104,110
O=C1Nc2ccc([N+](=O)[O-])cc2C1=Nc1ccc(Cl)c(C(F)(F)F)c1,109,106,106,112,108,108,102,108,108
COc1cccc(-c2cc(-c3ccc(N)cc3)[nH]c(=O)c2C#N)c1,105,100,101,102,102,105,101,89,112
C=C1C(=O)O[C@H]2[C@H]1CC/C(C(=O)NCCCCCNC(=O)/C1=C/CC[C@@]3(C)O[C@H]3[C@H]3OC(=O)C(=C)[C@@H]3CC1)=C\CC[C@@]1(C)O[C@@H]21,109,103,89,98,103,103,94,101,102
COc1ccc(/C=N/N=C(N)/C(N)=N/N=C/c2ccc(OC)c(S(=O)(=O)O)c2)cc1S(=O)(=O)O,108,98,96,103,102,98,98,107,102
COc1ccc2c(c1)/C(=C/c1c(-c3cc(OC)c(OC)c(OC)c3Br)nc3sc(C)cn13)C(=O)N2,96,93,68,88,79,95,76,72,114

# Screening results from PubChem BioAssay.
